MsrA inhibitor – bovine MsrA inhibition. purified bovine MsrA, absorbance read-out. inhibition, % at 15.5 µM. 0.75% of 360,000 active; in the data active = inhibition above about 4.5%;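 note: 0% = vehicle wells with enzyme and 100% = reference inhibitor wells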
SUMO1-SIM PPI – SUMO1-SIM interaction modulation; SUMO1 binding to a labelled peptide, TR-FRET, 1 h; inhibition, % at 20 µM; 0.33% of 360,000 active; AID 602429; in the data active = inhibition above about 37%
LMPTP block – blocks human LMPTP phosphatase; recombinant LMPTP-A, OMFP fluorogenic substrate, fluorescence intensity; 0.22% of 360,000 active; inhibition, % at 20 µM; AID 651560;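 active = compounds that cut the enzyme signal by at least half of the control window in the single-dose screen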;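 note: plate controls were DMSO wells with enzyme plus substrate for no effect and substrate without enzyme for full effect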
Target sequence (P24666 whole entry, looked up): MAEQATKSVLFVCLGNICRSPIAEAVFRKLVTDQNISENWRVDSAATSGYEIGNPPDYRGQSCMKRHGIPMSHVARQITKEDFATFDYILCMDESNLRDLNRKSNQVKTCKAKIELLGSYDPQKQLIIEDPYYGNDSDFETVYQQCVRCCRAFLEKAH
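test system = LMPTP-A | amount = 0.625 nM LMPTP-A final | reagent = fluorogenic phosphatase substrate OMFP at 400 µM final | incubation = 50 min at room temperature | benchmarks = no-enzyme low control, uninhibited high control | medium = Bis-Tris pH 6.0, DTT, detergent | signal = fluorescence intensity of OMFP turnover product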
DNMT1 inh – DNMT1 (human) enzyme inhibition; 0.83% of 360,000 active; DNMT1 molecular beacon, Hinp1I cleavage, fluorescence; inhibition (reported as % activation of signal), % at 10 µM; P26358; AID 588458; in the data active = inhibition above about 50%
NRP1-CendR mod – modulators of CendR peptide binding to human neuropilin-1; O14786; FAM-RPARPAR peptide binding to NRP-1, fluorescence polarization; inhibition, % at 25 µM; 0.85% of 360,000 active;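 active = inhibition or corrected inhibition above about 18%, plus a signal ratio from 0.5 to 1.5, limit read from the data, passing the limit was not always enough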; note: strong numbers were not always called active
TbMetRS inhib – Trypanosoma brucei MetRS inhibition; 0.4% of 360,000 active; inhibition, % at 11.9 µM; purified T. brucei MetRS, ATP depletion, Kinase-Glo luminescence;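 active = inhibition above a per-plate cutoff of the control wells' mean inhibition plus 3 SD, cut at about 5.5% in these data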;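 note: 0% = DMSO wells median and 100% = median of wells with control inhibitor compound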
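Material – parasite MetRS enzyme · Medium – HEPES-MgCl2-KCl buffer plus DTT, spermine, BSA, pyrophosphatase · Reagent – ATP, methionine and E. coli bulk tRNA substrates · Times – 15 min enzyme-compound preincubation, 2 h reaction, 10 min detection, 25 °C · Measured by – luminescence of leftover ATP · Evaluation – percent inhibition relative to median high and low control wells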
Scp-1 inhibitor – blocks human Scp-1 phosphatase activity. Q9GZU7. Recombinant Scp1, phosphopeptide, malachite green phosphate absorbance. inhibition, % at 20 µM. 0.88% of 340,000 active;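 active = inhibition above about 50% at 20 µM, limit read from the data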;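 note: plate controls were DMSO wells with enzyme for no effect and wells lacking enzyme for full effect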
Target sequence (Q9GZU7 76-261 limits assumed): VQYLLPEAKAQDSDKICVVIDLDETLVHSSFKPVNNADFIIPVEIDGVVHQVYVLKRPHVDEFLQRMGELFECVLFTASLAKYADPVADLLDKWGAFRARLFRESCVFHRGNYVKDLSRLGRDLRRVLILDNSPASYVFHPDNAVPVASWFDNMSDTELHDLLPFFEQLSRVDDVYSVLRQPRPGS
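Incubation: 45 min enzyme reaction at room temperature / System: truncated SCP-1 phosphatase (76-261aa) / Reagent: Phospho 17-mer peptide substrate / Buffer or medium: Acidic Tris acetate buffer with magnesium and detergent / Signal: absorbance at 630 nm / Doses: one concentration, 20 µM, with 1.0% DMSO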
E coli Lon inh – inhibitors of E. coli Lon protease. purified E. coli Lon protease, fluorescence polarization. P0A9M0. inhibition, % at 7.94 µM. AID 602123. 0.42% of 360,000 active; in the data active = inhibition above about 13%, passing the limit was not always enough;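 note: 0% = enzyme with probe and DMSO and 100% = no enzyme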
STEP inh – STEP (human) phosphatase inhibition. P54829. recombinant STEP, OMFP fluorogenic substrate, fluorescence. inhibition, % at 20 µM. 0.25% of 360,000 active. AID 588621;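 active = inhibition at 20 µM, scaled per plate between control wells, above about 37%, limit read from the data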;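 note: 0% = DMSO with enzyme and substrate and 100% = substrate only without enzyme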
Target sequence (P54829 whole entry, looked up): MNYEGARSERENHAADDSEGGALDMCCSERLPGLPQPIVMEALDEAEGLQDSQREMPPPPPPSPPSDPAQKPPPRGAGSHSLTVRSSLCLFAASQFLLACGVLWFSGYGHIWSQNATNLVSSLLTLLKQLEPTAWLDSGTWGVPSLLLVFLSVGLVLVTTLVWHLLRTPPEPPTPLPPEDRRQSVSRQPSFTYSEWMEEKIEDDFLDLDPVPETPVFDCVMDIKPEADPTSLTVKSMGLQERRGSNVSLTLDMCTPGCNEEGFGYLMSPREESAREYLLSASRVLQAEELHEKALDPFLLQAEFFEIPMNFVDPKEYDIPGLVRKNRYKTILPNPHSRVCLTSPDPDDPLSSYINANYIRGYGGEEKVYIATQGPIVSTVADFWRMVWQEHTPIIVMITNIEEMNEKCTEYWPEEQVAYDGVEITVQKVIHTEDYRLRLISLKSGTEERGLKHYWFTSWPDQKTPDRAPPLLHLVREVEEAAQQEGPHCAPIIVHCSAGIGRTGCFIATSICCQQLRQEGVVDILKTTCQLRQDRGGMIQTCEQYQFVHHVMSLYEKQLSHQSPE
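Assay system: isolated STEP enzyme. Buffer or medium: pH 6.0 Bis-Tris with DTT and Tween 20. Also added: fluorogenic phosphatase substrate OMFP at 25 µM final. Dosing: 20 µM, 1% DMSO. Timing: 20 min reaction, room temperature, in the dark. Measured by: fluorescence intensity, excitation 480 nm, emission 540 nm. Evaluation: normalized % inhibition.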
bovine MsrA act – activates bovine MsrA enzyme. purified bovine MsrA, absorbance read-out. activation, % at 10.6 µM. 0.3% of 360,000 active. AID 602163; in the data active = activation above about 7.5%;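 note: 0% = vehicle and 100% = reference activator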
* = called active by the depositor; x = not tested or not shown. Not a hit list, and some 4.3% of all compounds hit somewhere here.

SMILES	MsrA inhibitor	SUMO1-SIM PPI	LMPTP block	DNMT1 inh	NRP1-CendR mod	TbMetRS inhib	Scp-1 inhibitor	E coli Lon inh	STEP inh	bovine MsrA act
C[C@H](CO)N1C[C@H](C)[C@H](CN(C)C(=O)Nc2ccc3c(c2)OCCO3)OCc2cnnn2CCCC1=O	-0.9	4	-0.5	2	-9	-0.2	x	0	-2	0
CCOC(=O)C1=C(C)Nc2nc(=S)[nH]n2C1c1ccc(Cl)cc1 (stereo unspecified)	-0.6	7	-1.1	-2	-2	0.5	-3	2	2	-1
CC1OC(OC2C(CO)OC(OC3C(CO)OC(O)C(O)C3O)C(O)C2O)C(O)C(O)C1N[C@@H]1C=C(CO)[C@@H](O)C(O)[C@H]1O (stereo partly specified)	-0.1	3	-0.4	4	-6	-0.5	-6	-2	-3	2
CSc1cccc(NC(=O)/C=C/c2ccc(Cl)cc2)c1	1.9	-5	3.5	-5	-9	0.2	-9	4	12	-1
O=C(c1ccc(S(=O)(=O)N2CCOCC2)cc1)N(c1cccc(Cl)c1)C1C=CS(=O)(=O)C1 (stereo unspecified)	1.9	3	-0.2	0	10	0.6	-6	-1	0	0
Cc1cc(C)cc(-n2cccc2/C=C2/C(=N)N3C(=NC2=O)SN=C3S(C)(=O)=O)c1	1.8	-10	3.4	2	-93	0.2	33	-9	-1	-1
COc1cc(/C=N/NC(=O)c2ccoc2C)cc(OC)c1OC	1.0	-5	-0.2	2	14	-0.8	-6	-3	0	-1
Cc1ccc(-c2nc3ccc(Cl)cn3c2Cc2cccc(Cl)c2)cc1	0.7	10	1.0	0	-17	0.6	x	-4	-1	-3
CCOC(=O)NC(C(Cl)(Cl)Cl)S(=O)(=O)c1ccccc1 (stereo unspecified)	-0.9	8	-1.1	2	3	-0.5	-7	2	0	-2
CNS(=O)(=O)c1cn(CC(=O)NCc2ccc(F)cc2)cc1S(=O)(=O)NC	-0.3	0	-2.1	-1	-1	-0.6	-1	-1	0	-2
CC(c1ccccc1)n1c(CCCO)nc2ccccc21 (stereo unspecified)	-0.7	-5	0.1	-3	22	0.3	-8	0	-1	-5
N/C(Cc1ccc(Cl)cc1Cl)=N\OC(=O)c1ccccc1F	1.3	-2	2.2	2	3	-0.6	-8	1	0	-2
CCCN(C(=O)COC(=O)CCOc1ccc(C)cc1)c1c(N)n(Cc2ccccc2)c(=O)[nH]c1=O	-0.4	1	1.2	6	-22	-0.3	-3	-2	-1	-1
COC(=O)c1ccc(NS(=O)(=O)c2c(C)nc3sccn3c2=O)cc1	3.9	4	0.3	2	-11	0.0	x	-6	2	0
CCOC(=O)c1cc(C)sc1NC(=O)c1ccc(Cl)s1	0.2	-2	1.8	1	-2	-0.5	-12	-1	4	-6
CCCCc1nc2ccccc2c(=O)n1NC(=O)c1c(O)c2c(n(CC(C)C)c1=O)CCCC2	0.7	5	3.6	1	-46	-0.9	-11	5	2	-2
Cn1c(NCc2ccco2)nc2c1c(=O)n(Cc1ccc(Br)cc1)c(=O)n2C	0.2	8	0.1	-2	-4	0.8	-6	-1	0	3
COCCNC(=O)CSc1nc(-c2ccccc2)cs1	0.4	2	-0.5	-1	-7	0.0	-4	-3	-4	-5
CS(=O)(=O)N1CCC(C(=O)Nc2ccc(Cl)cc2Cl)CC1	0.5	4	-0.9	-1	6	0.0	x	-14	-1	-3
Cc1cc(C)n(-c2nnc3n2N=C(c2c[nH]c4ccccc24)CS3)n1	2.2	0	0.2	-5	23*	0.0	1	-1	2	2
C=CCn1c(NS(=O)(=O)c2ccccc2)c(S(=O)(=O)c2ccc(C)cc2)c2nc3ccccc3nc21	0.0	32	2.9	-3	13	-0.7	-8	-6	-7	-4
COc1ccc(NC(=O)c2ccccc2NC(=O)c2ccco2)cc1	-1.0	-1	1.5	-3	8	0.2	4	10	-1	-1
CCc1ccccc1NC(=O)c1ccc(OCc2c(C)noc2C)cc1	0.5	-1	-0.8	3	9	-0.3	-3	-9	-2	-2
C=CC(=O)Nc1cccc(N(C)c2ccnc(Nc3ccc(N4CCN(C)CC4)cc3)n2)c1	x	-19	19	-45	3	-0.2	4	-5	13	-9
CCSCc1nnc(SCC(=O)Nc2cc(F)ccc2C)n1C	0.2	1	-1.1	2	12	-0.7	4	-8	-4	-7

Reformatted with values under each structure: entries from further up.
Below each SMILES – MsrA inhibitor	SUMO1-SIM PPI	LMPTP block	DNMT1 inh	NRP1-CendR mod	TbMetRS inhib	Scp-1 inhibitor	E coli Lon inh	STEP inh	bovine MsrA act
C[C@H](CO)N1C[C@H](C)[C@H](CN(C)C(=O)Nc2ccc3c(c2)OCCO3)OCc2cnnn2CCCC1=O
  -0.9	4	-0.5	2	-9	-0.2	x	0	-2	0
CCOC(=O)C1=C(C)Nc2nc(=S)[nH]n2C1c1ccc(Cl)cc1 (stereo unspecified)
  -0.6	7	-1.1	-2	-2	0.5	-3	2	2	-1
CC1OC(OC2C(CO)OC(OC3C(CO)OC(O)C(O)C3O)C(O)C2O)C(O)C(O)C1N[C@@H]1C=C(CO)[C@@H](O)C(O)[C@H]1O (stereo partly specified)
  -0.1	3	-0.4	4	-6	-0.5	-6	-2	-3	2
CSc1cccc(NC(=O)/C=C/c2ccc(Cl)cc2)c1
  1.9	-5	3.5	-5	-9	0.2	-9	4	12	-1
O=C(c1ccc(S(=O)(=O)N2CCOCC2)cc1)N(c1cccc(Cl)c1)C1C=CS(=O)(=O)C1 (stereo unspecified)
  1.9	3	-0.2	0	10	0.6	-6	-1	0	0
Cc1cc(C)cc(-n2cccc2/C=C2/C(=N)N3C(=NC2=O)SN=C3S(C)(=O)=O)c1
  1.8	-10	3.4	2	-93	0.2	33	-9	-1	-1
COc1cc(/C=N/NC(=O)c2ccoc2C)cc(OC)c1OC
  1.0	-5	-0.2	2	14	-0.8	-6	-3	0	-1
Cc1ccc(-c2nc3ccc(Cl)cn3c2Cc2cccc(Cl)c2)cc1
  0.7	10	1.0	0	-17	0.6	x	-4	-1	-3
CCOC(=O)NC(C(Cl)(Cl)Cl)S(=O)(=O)c1ccccc1 (stereo unspecified)
  -0.9	8	-1.1	2	3	-0.5	-7	2	0	-2
CNS(=O)(=O)c1cn(CC(=O)NCc2ccc(F)cc2)cc1S(=O)(=O)NC
  -0.3	0	-2.1	-1	-1	-0.6	-1	-1	0	-2
CC(c1ccccc1)n1c(CCCO)nc2ccccc21 (stereo unspecified)
  -0.7	-5	0.1	-3	22	0.3	-8	0	-1	-5

Results in DNMT1 inh, for two of the compounds above:
smiles,DNMT1 inh
CC(c1ccccc1)n1c(CCCO)nc2ccccc21 (stereo unspecified),-3
Cn1c(NCc2ccco2)nc2c1c(=O)n(Cc1ccc(Br)cc1)c(=O)n2C,-2

Next part:
SMILES	MsrA inhibitor	SUMO1-SIM PPI	LMPTP block	DNMT1 inh	NRP1-CendR mod	TbMetRS inhib	Scp-1 inhibitor	E coli Lon inh	STEP inh	bovine MsrA act
COCCN1C(=O)/C(=C/c2ccc(N3CCCC3)cc2C)SC1=S	2.6	-29	13	-3	138	-0.6	-7	-196	-56	-4
COc1ccc(N2C(=O)C(CC(=O)Nc3ccccc3)N(Cc3ccc(OC)c(OC)c3)C2=O)cc1 (stereo unspecified)	-1.1	3	-1.7	0	-1	-0.4	-5	-2	-3	-3
Cc1ccc(C(c2nnnn2C2CCCC2)N2CCc3ccccc32)cc1 (stereo unspecified)	0.8	-3	1.4	3	-10	-1.4	4	-7	4	-10
CCOC(=O)/C(C(N)=NCCCO)=C(/O)c1ccccc1	1.9	1	-2.2	2	5	-0.4	-8	-4	1	-9
Cc1[nH]nc2c1C1(CCN(C(=O)c3ccccc3)CC1)C(C#N)=C(N)O2	0.5	-3	-1.2	-6	2	-0.6	4	2	-1	-3
Cc1ccc(-n2c(C)cc(C(=O)CN3CCOCC3)c2C)cc1C	1.9	2	0.4	-3	-10	0.2	-1	1	0	-1
COc1ccccc1-n1c(C)cc(/C=C2/C(=N)N3C(=NC2=O)SN=C3S(C)(=O)=O)c1C	3.1	-10	0.6	1	-15	-1.1	-6	-5	-2	-12
COc1ccc(OC)c(NC(=O)Nc2ccc3[nH]ccc3c2)c1	-0.8	-4	0.8	-5	7	-0.8	-11	6	-1	-10
CCOc1ccc(Cc2nc(C)c(CC(=O)N3CCCCC3)c(=O)[nH]2)cc1	-1.0	-1	1.0	1	7	0.2	4	0	-2	-1
Cc1ccc(C)c(NC(=O)Cc2nc(CCl)cs2)c1	-1.1	-1	-1.0	-3	0	-0.1	3	2	0	-3
CC(C)OCCCn1c(SCC(=O)N2CCc3ccccc32)nc2ccccc2c1=O	1.6	-1	1.0	13	1	0.1	-2	-14	-2	-4
NC(=O)COc1ccc2cc(-c3ccccc3)c(=O)oc2c1	4.1	-26	0.1	3	18	0.0	-5	-7	2	-5
CCC1CCCCN1C(=O)COc1c(Br)cc(Br)c2cccnc12 (stereo unspecified)	-0.4	-9	-0.6	2	14	-0.6	0	4	0	-6
